# ERG Ets-DNA blk: blocks human ERG Ets domain binding to DNA. Potency, µM (doses to about 76.9 µM), without a hit: at the top dose FP activity, negative = inhibition, usual class: inhibitors. 0.028% of 370,000 active. P11308. fluorescence polarization, His-ERG Ets domain / labelled DNA. AID 624246; active = well fitted inhibition curve with a large enough effect in the polarisation, with a control signal flat; inconclusive = small, poorly fitted or top-dose-only effect, or effect the other way, or a change in a side signal; inactive = no such curve, though single readings can be large or run the other way; the % refers to the polarisation;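 also: polarization taken with two DNA probes labelled with fluorescein and Texas red; potency is read from the fitted curve at half-maximal effect; % of control where 0% means no effect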
#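 His-tagged ERG Ets domain (1 uM in the protein solution; 300mM KCl, 50mM Tris-HCl, 1mM EDTA, 1mM DTT, pH 7.5) received compound, then a probe mix of 5 nM fluorescein-DNA and 100nM Texas-615-DNA. Fluorescence polarization was read for both dyes.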
# ALOX12 inh: ALOX12 (human) lipoxygenase inhibition | 1.1% of 580,000 active | purified 12hLO, xylenol orange hydroperoxide absorbance | AID 1671190 | P18054 | Potency, µM (series often up to 108 µM), without a hit: at the top dose activity change, negative = inhibition, most hits filed as inhibitors; also: potency is read from the fitted curve at half-maximal effect; % is scaled to controls: 0 for no effect and ±100 for the full control effect
#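 Hydroperoxide product was detected by ferrous iron/xylenol orange as the 573 to 405 nm absorbance ratio. Arachidonic acid at 40 uM (final) was turned over for 30 min at room temperature by 150 nM human 12hLO, pH 7.0 Hepes buffer, after 15 min compound preincubation.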
# APEX1 inh: inhibitors of human APE1 endonuclease; P27695; recombinant APE1, TAMRA/BHQ-2 abasic DNA cleavage fluorescence; Potency, µM (series often up to 65.8 µM), without a hit: at the top dose activity change, negative = inhibition, actives largely listed as inhibitors; 0.35% of 350,000 active;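 also: potency is read from the fitted curve at half-maximal effect; plate controls were vehicle for no effect and reference inhibitor for full effect; nearly all actives have a fitted effect of over 55% in size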
# Target sequence (P27695 whole entry, looked up): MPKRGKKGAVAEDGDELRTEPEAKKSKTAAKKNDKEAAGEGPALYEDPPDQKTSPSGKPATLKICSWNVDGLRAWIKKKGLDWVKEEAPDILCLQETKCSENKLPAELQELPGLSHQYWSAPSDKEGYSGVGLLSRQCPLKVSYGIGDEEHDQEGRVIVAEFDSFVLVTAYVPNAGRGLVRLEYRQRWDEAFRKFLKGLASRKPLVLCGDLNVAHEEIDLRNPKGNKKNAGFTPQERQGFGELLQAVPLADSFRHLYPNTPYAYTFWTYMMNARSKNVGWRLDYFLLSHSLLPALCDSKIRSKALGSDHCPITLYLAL
#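 Activity was derived from the fluorescence gain between first and third kinetic reads (60 s intervals, ex 525/em 598 nm) after 50 nM THF-abasic TAMRA/BHQ-2 duplex was added to 0.75 nM APE1 preincubated 15 min with compound.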
# Pol iota inh: blocks human DNA polymerase iota activity | Q9UNA4 | Pol iota fluorescent replication assay, 10 min | Potency, µM (top dose mostly 115 µM), for inactives: at the highest dose activity, negative = inhibition, usual class: inhibitors | 1% of 390,000 active; also: potency is read from the fitted curve at half-maximal effect
# Target sequence (Q9UNA4 whole entry, looked up): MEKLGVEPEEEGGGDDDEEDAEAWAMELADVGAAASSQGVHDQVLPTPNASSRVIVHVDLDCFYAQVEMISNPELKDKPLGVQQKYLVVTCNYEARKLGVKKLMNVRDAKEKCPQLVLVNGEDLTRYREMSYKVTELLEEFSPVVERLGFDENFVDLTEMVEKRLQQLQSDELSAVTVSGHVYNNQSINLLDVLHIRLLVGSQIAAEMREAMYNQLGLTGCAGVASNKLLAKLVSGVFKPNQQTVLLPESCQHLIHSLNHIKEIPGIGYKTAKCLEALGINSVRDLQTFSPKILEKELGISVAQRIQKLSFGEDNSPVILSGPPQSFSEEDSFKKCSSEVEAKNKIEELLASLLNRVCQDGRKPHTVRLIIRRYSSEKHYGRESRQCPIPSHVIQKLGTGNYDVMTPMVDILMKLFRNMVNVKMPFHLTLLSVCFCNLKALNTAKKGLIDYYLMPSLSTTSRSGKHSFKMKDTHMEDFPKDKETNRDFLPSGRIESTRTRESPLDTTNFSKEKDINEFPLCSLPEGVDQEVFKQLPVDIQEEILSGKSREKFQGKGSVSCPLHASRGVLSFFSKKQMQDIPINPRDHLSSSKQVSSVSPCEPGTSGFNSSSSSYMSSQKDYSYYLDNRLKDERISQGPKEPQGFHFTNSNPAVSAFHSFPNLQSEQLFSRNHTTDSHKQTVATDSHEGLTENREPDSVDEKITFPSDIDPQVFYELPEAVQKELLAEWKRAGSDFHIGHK
#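 Pol iota at 10 nM preincubated 15 min with compounds at room temperature; reaction started with fluorescent substrate, 50 nM final. Fluorescence read kinetically at 0 and 10 min; buffer-only wells as negative control.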
# BLM inh: Bloom syndrome helicase (human) inhibition. recombinant BLM DNA unwinding, fluorescence dequenching. Potency, µM (series often up to 56.1 µM), for inactives: at the top dose activity change, negative = inhibition, usual class: inhibitors. 0.2% of 350,000 active;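 also: potency is read from the fitted curve at half-maximal effect; plate controls were vehicle for no effect and no enzyme for full effect; nearly all actives have a fitted effect of over 35% in size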
# Pol beta inh: blocks human DNA polymerase beta activity | P06746 | Pol beta primer extension/strand displacement, fluorescence kinetic | Potency, µM (highest dose often 114 µM), inactives show top-dose activity change, negative = inhibition, actives largely listed as inhibitors | 1.3% of 340,000 active | AID 485314; also: potency is read from the fitted curve at half-maximal effect; % is scaled to controls: 0 for no effect and ±100 for the full control effect
#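 Pol beta (10 nM) and compounds were preincubated 15 min at room temperature, then 50 nM substrate (final) started primer extension/strand displacement. Reads were taken at 0 and 10 min; concentration-response data were fitted to a four-parameter Hill equation.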
# Pol kappa inh: DNA polymerase kappa (human) inhibition | Potency, µM (highest dose often 107 µM), without a hit: top-dose activity, negative = inhibition, usual class: inhibitors | AID 588579 | 0.53% of 400,000 active | purified Pol kappa, fluorescent DNA synthesis assay, 10 min | Q9UBT6; also: potency is read from the fitted curve at half-maximal effect; % is scaled to controls: 0 for no effect and ±100 for the full control effect
#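 10 nM Pol kappa preincubated 15 min at room temperature with compounds, then reaction started with substrate at 50 nM final. Fluorescence read kinetically at 0 and 10 min; buffer-only wells served as negative control.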
# Anesthetic bind: candidate novel general anesthetic via apoferritin binding | AID 485281 | apoferritin/1-aminoanthracene competitive binding, fluorescence | Potency, µM (series often up to 77.5 µM), inactives show at the top dose activity change, negative = displacement, actives largely listed as inhibitors | 0.074% of 350,000 active | P02791; also: potency is read from the fitted curve at half-maximal effect; % is scaled to controls: 0 for no effect and ±100 for the full control effect; nearly all actives have a fitted effect of over 20% in size
#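 Concentration-response curves derived by four-parameter Hill fitting of normalized fluorescence, where compounds displaced 1-AMA from 10 uM horse apoferritin following a brief 10 min room-temperature incubation; propofol titration acted as positive control.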
# TRHR agonist: agonists of human TRH receptor | TRHR cells, calcium flux fluo-8, FDSS agonist mode | activation, % at 2 µM | 0.18% of 360,000 active; in the data active = activation above about 30%; also: 0% is about no effect
#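 Fluo-8-loaded TRHR cells; 10 s baseline, compound added, kinetic Ca2+ fluorescence read 1/s, agonist mode.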
# * marks the source's active call; other numbers are inactive results; i = inactive; ? = inconclusive; / = not tested or not shown; & = joins results of further samples; [ ] = another dose, or the depositor's remark. Unless noted, calls follow the shape of the dose curve; as a rule, active = well fitted curve in the direction sought with a large enough effect; inconclusive = small, poorly fitted or top-dose-only effect, or another doubt; inactive = no such curve, though single readings can be large; an effect the other way counts as inactive or inconclusive.
SMILES,ERG Ets-DNA blk,ALOX12 inh,APEX1 inh,Pol iota inh,BLM inh,Pol beta inh,Pol kappa inh,Anesthetic bind,TRHR agonist
NS(=O)(=O)c1ccc(CNC(=O)c2ccc3ccccc3n2)cc1,-4%,-38%,27%,74%[activator],-4%,36%,-1%,-4%,0.0
O=C1CC(C(=O)Nc2ccccc2)S/C(=N\N=C\c2ccco2)N1 (stereo not given),-4%,15%,0%,187%[activator],3%,-1%,-10%,-2%,-1.1
CCN(CC)CCCNC(=O)CCC(=O)NNc1nc2ccccc2c2nc(C)nn12,-7%&-1%,15%&-3%,2%,3%&-14%,-2%&0%,-8%&4%,-10%&-4%,-8%&-17%,-0.2&-0.6
C=CCNC(=S)Nc1ccc(Cl)cc1F,3%,-2%,-3%,32%[activator],-1%,-10%,-4%,-4%,-0.3
CC1Cn2c(C(=O)NCc3cccc(Br)c3)cc3cccc(c32)S1 (stereo not given),5%,-4%,/,7%,-12%,1%,4%,56%[activator],1.0
COC(=O)c1ccccc1S(=O)(=O)N(Cc1ccco1)Cc1cc2cc(OC)ccc2[nH]c1=O,2%,?,1%,-2%[58.9 µM],-3%,-4%,-8%,-3%,-1.4
Cc1cc(C(=O)Nc2cccnc2)cs1,-6%,5%,0%,-2%[58.9 µM],0%,-2%,-5%,8%,0.3
O=C(N/N=C\c1ccc(Cl)s1)c1ccc(Cn2cccn2)o1,-1%,-11%,-1%,148%[activator],-3%,16%,-12%,-6%,0.2
O=C(NC1CC2CCCC(C1)N2Cc1ccco1)NC12CC3CC(CC(C3)C1)C2 (stereo not given),2%,0%,1%,18%,2%,7%,-16%,-19%,-0.3
COc1cc(OC)cc(C(=O)NC2CCCN(Cc3ccc(Cl)cc3)C2)c1 (stereo not given),13%,?,-7%,-4%,-1%,0%,-10%,-9%,0.1
O=C(CN1CCN(c2ncccn2)CC1)N1CCCC1,-3%,?,-3%,123%[activator],-4%,-19%,-4%,-2%,-0.6
Cc1nc2nc(C)c(NS(=O)(=O)c3ccc(Cl)cc3)c(=O)n2[nH]1,-2%,-18%,-2%,24%,3%,16%,-16%,-6%,0.5
CCC(C)c1ccccc1N1CC(C(=O)Nc2ccccc2N2CCCC2)CC1=O (stereo not given),6%,/,3%,20%,-1%,16%,-2%,-20%,0.2
O=C(NCCc1ccc(Cl)cc1)c1cc2c(s1)-c1ccccc1OC2,0%,-28%,/,89µM*,?,35µM*,?,271%[activator],1.6
COc1cc(NC(=O)c2ccc3c(c2)OCO3)ccc1NC(=O)C(C)C,7%,-11%,1%,-5%,0%,0%,0%,-11%,0.6
O=C1c2ccccc2C(=O)N1CN(C(=O)COc1ccc(Cl)cc1Cl)c1cccc(F)c1,-10%,-1%,0%,7%,0%,-24%,-6%,-2%,-0.2
COc1ccccc1N1CCN(CC(O)COc2ccc3c(c2)CCC3)CC1 (stereo not given),-1%,25%,-2%,0%,-2%,22%,-20%,-15%,-0.1
Cc1ccc(C(=O)Cn2nnc3ccccc32)cc1,-1%,?,20%,1%,-4%,4%,-12%,-15%,0.0
CN(CC(=O)NCc1cccs1)S(=O)(=O)c1cccc2nsnc12,5%,?,6%,-4%,-2%,46%,1%,-8%,0.0
COc1ccc(CNC(=O)Cn2nc(C(F)(F)F)c3c2CCC3)cc1,6%,3%,-8%,29%,3%,-19%,-8%,0%,-2.0
CN(C)CC(C)(C)CNS(=O)(=O)c1ccc(Cl)s1,5%,3%,-2%,12%,-4%,8%,-8%,-11%,0.5
CCSc1ncnc2c(C#N)c3n(c12)CCCCC3,5%,24%,-2%,8%,0%,0%,-6%,-16%,-0.1
NC(=S)N/N=C1\c2ccccc2-c2c(C(=O)O)cccc21,12%,32µM*,8%,?,-2%,-19%,-8%,-9%,0.1
Cc1ccccc1-c1ccccc1CN1[C@@H](C(C)C)COCCS1(=O)=O,-12%,-24%,-4%,12%,/,/,6%,/,/
CC(C)C(=O)NNc1ccccc1,2%,-2%,12%,6%,5%,-15%,-13%,-8%,0.3
Cc1cc(C)c(NC(=O)CSc2nnc3[nH]c(=O)cc(C)n23)c(C)c1,-2%,?,/,2%,0%,4%,-7%[60.1 µM],1%,0.0
COc1cc(NS(=O)(=O)c2ccc(NC(=O)COc3ccc(C)cc3)cc2)nc(OC)n1,-2%,-10%,1%,18%,-4%,11%,6%,-12%,0.0
COC(=O)C1=C(C)NC(=O)CC1c1cccc(OC)c1OC (stereo not given),5%,-10%,1%,32%,1%,5%,-6%,-5%,0.1
COc1ccc(-n2nc(C(=O)NCC(=O)N3CCOCC3)c3ccccc3c2=O)cc1Cl,-2%,-8%,3%,39%[activator],4%,24%,-11%,4%,-0.5
Cc1c(C(=O)O)oc2ccc3c(c12)C(O)CC(C)(C)O3 (stereo not given),-11%,?,12%,29%,-1%,9%,1%,6%,0.5
Cc1nc(-c2ccc(-n3nncc3-c3ccco3)cc2)cs1,2%,-29%,-8%,?,-13%,?,-23%,-2%,-1.4
CCOc1ccc(OCCCC(=O)NC2=NCCS2)cc1,-2%,0%,0%,11%,0%,12%,-5%,-5%,-0.9
CCN1CCN(c2ncnc3c2cnn3-c2ccc(C)c(C)c2)CC1,4%,-25%,/,18%,-3%,3%,-1%[60.1 µM],-5%,1.1
CCOC(=O)C(Oc1ccc(=O)n(-c2ccccc2)n1)C(C)=O (stereo not given),-1%,1%,-4%,5%,0%,-7%,6%,-8%,0.0
CC1=CC(C)[C@@H]2COC(c3ccc(O)cc3)[C@H]1C2C (stereo not given in full),1%,-19%,-16%,9%,-10%,?,-3%,?,-0.1
O=c1c2ccccc2oc2nc3n(c(=O)c12)CCCS3,/,-25%,?,-36%,6%,8%,-6%,-23%,-0.1
NC(=O)c1ccc(NC(=O)COc2cccc3c2CCNC3=O)cc1,-6%,?,-9%,3%,/,/,-10%,/,-0.1
COc1cc(SC)ccc1C(=O)Nc1cccc(S(=O)(=O)NC2=NCCCCC2)c1,2%,6%,4%,14%,/,/,-2%,/,0.1
O=C1c2oc3ccccc3c(=O)c2C(c2ccccc2)N1Cc1ccc2c(c1)OCO2 (stereo not given),2%,-1%,/,-14%,3%,3%,-15%[60.1 µM],-9%,-0.2
Cc1ccc2nc(N(CCCN(C)C)C(=O)c3ccc(S(=O)(=O)N4CCOCC4)cc3)sc2c1,-4%,-16%,26%,81%[activator],1%,24%,-3%,-19%,1.3
Nc1c(C(=O)NCc2ccccc2)nnn1Cc1cccc(Cl)c1,-3%,i,-5%,7%,-4%,20%,0%,?,1.6
O=[N+]([O-])c1ccc(O)c(Nc2ncnc3ccccc23)c1,1%,?,-4%,-19%,-24%,28µM*,-11%,-5%,0.6
N#C/C(=C\C=C\c1ccccc1[N+](=O)[O-])C(=O)NCc1ccccc1,16%,-9%,43%[activator],-2%,-9%,4%,-8%,?,0.2
COc1ccc(OCC(O)Cn2c(N3CCCCC3)nc3c2c(=O)n(C)c(=O)n3C)cc1 (stereo not given),15%,3%,-5%,26%,1%,5%,-1%,6%,-0.1
NS(=O)(=O)c1ccc(CCNC(=O)CSCC(=O)Nc2ccc(Cl)cc2)cc1,11%,10%,6%,-3%,/,/,8%,/,1.0
CC(C)CC(NC(=O)OC(C)(C)C)C(=O)NC(C(=O)NC(C)C(N)=O)C(C)C (stereo not given),5%,22%,2%,37%[activator],-6%,20%,-14%,-2%,0.5
CC(C)Cn1c(N)c(C(=O)COC(=O)Cc2cccs2)c(=O)n(C)c1=O,11%,-59%,10%,29%,-4%,4%,-3%,-7%,0.4
C[C@H](CO)N1C[C@H](C)[C@H](CN(C)Cc2ccc(Oc3ccccc3)cc2)Oc2ccc(NC(=O)Nc3cccc4ccccc34)cc2CC1=O,4%,-3%,-13%,8%,/,/,-5%,/,/
COCCCNC(=O)CN1CCN(Cc2ccc(Cl)cc2)C1=O,-1%,3%[57.4 µM],0%,16%,0%,30%,-2%,0%,-0.1
CC1CCCCN1C(=O)/C(=C\c1ccccc1)c1ccccc1 (stereo not given),4%,-12%,-5%,12%,-1%,-1%,-2%,-20%,-0.7
COc1cccc(NC(=O)C/C(C)=N/NC(=O)C2CCCCC2)c1,10%,-5%,13%,41%[activator],-1%,18%,6%,-13%,-1.5
Cn1c(SCc2nnc3n2CCCCC3)nc2ccccc21,/,-7%,0%,-1%,1%,4%,-13%,-1%,0.2
O=c1nc(-c2ccccc2)nc(-c2ccccc2)[nH]1,-19%,73%[activator],-1%,16%,-5%,-3%,-12%,-6%,0.2
O=C(CCSCc1cccc(F)c1)NCCc1ccccc1,-11%&2%,8%&-17%,-16%,30%&11%[activator],-3%&-3%,9%&3%,-13%,-1%&-21%,-1.0&-0.8
Cc1ccc(Nc2nc(C(=O)NCc3ccco3)cs2)cc1,-1%,-23%,-2%,9%,-11%,3%,-13%,?,-0.9
CCCCC1CCC(c2nc(-c3cccnc3)no2)CC1 (stereo not given),-10%,-13%,7%,13%,-3%,26%,-9%,-13%,-2.8
CC(C)(C)C(=O)Nc1cccc2[nH]ncc12,-16%,12%,-3%,143%[activator],-1%,-1%,-3%,?,0.2

# Compound profiles, from the list above. Order of screens: ERG Ets-DNA blk	ALOX12 inh	APEX1 inh	Pol iota inh	BLM inh	Pol beta inh	Pol kappa inh	Anesthetic bind	TRHR agonist
# C[C@H](CO)N1C[C@H](C)[C@H](CN(C)Cc2ccc(Oc3ccccc3)cc2)Oc2ccc(NC(=O)Nc3cccc4ccccc34)cc2CC1=O across the screens: 4%	-3%	-13%	8%	/	/	-5%	/	/
# COc1cc(OC)cc(C(=O)NC2CCCN(Cc3ccc(Cl)cc3)C2)c1 (stereo not given) across the screens: 13%	?	-7%	-4%	-1%	0%	-10%	-9%	0.1

# These rows are one share of the data. The share of hits here may be higher or lower than overall.
